Assay outcomes from PubChem.
IMPase inh – qHTS Assay for Identifying the Cell-Membrane Permeable IMPase Inhibitors | Inositol monophosphatase 1 (Rattus norvegicus), P97697 | CHO-M1 cells, IP1 accumulation, HTRF TR-FRET ratio | inhibition (IP1 accumulation), % at 46.1 µM | 120,000 tested, under 10 active; active = well fitted curve in the direction sought with a large enough effect in the signal ratio, not every such curve was filed as active; inconclusive = small, poorly fitted or top-dose-only effect, or a change in a side signal; inactive = no such curve, though single readings can be large or run the other way; the % refers to the signal ratio;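 also: cells stimulated with carbachol in lithium chloride buffer; plate controls were DMSO basal wells for no effect and reference inhibitor wells for full effect; higher means more IMPase inhibition seen as more IP1 and lower FRET ratio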
Target sequence (P97697 whole entry, looked up): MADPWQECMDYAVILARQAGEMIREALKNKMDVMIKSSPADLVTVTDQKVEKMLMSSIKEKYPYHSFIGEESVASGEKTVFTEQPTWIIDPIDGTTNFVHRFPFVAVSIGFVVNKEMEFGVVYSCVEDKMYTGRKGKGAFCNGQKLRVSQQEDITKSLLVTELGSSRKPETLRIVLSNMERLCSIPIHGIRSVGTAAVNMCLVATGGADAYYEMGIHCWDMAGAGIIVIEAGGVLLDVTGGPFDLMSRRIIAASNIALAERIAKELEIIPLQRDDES
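Carbachol-driven Gq signalling in CHO-M1 cells (2000/well) generates IP1. Compounds that block IMPase raise IP1 and so reduce the FRET signal from Eu-anti-IP1 and d2-IP1 after a 10 min room-temperature lysis.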
PNC inhibitor – High Content Assay for Compounds that inhibit the Assembly of the Perinucleolar Compartment; PC3M PTB-GFP, PNC prevalence imaging, 16 h; hits give low values; activity change (PNC), negative = inhibition, % at 10 µM; 3.1% of 140,000 active; AID 2417, 2010;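 active = readout at or below -70, meaning at least 70% loss of cells showing the perinucleolar compartment, a nuclear body marking cancer cells; inconclusive = readout between -30 and a set limit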;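 also: plate controls were DMSO wells for no effect and camptothecin positive control wells for full effect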
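Compounds are pinned in duplicate onto adhered PC3M cells stably expressing GFP-tagged PTB and incubated 16 h at 37 C. Cells are then fixed, nuclei stained with Hoechst, and PNC-positive cells counted.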
ALOX15B inhib – qHTS Assay for Inhibitors of 15-hLO-2 (15-human lipoxygenase 2). Polyunsaturated fatty acid lipoxygenase ALOX15B (Homo sapiens), O15296. purified 15hLO-2, xylenol orange hydroperoxide absorbance. Potency, µM (series often up to 57.1 µM), for inactives: top-dose activity change, negative = inhibition, most hits filed as inhibitors. 0.56% of 110,000 active. AID 881, 2007; also: potency is read from the fitted curve at half-maximal effect; nearly all actives have a fitted effect of over 60% in size; many of its hits are not listed in these tables
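Purified human 15hLO-2 (50 nM) preincubated 15 min with compound, then 45 uM arachidonic acid for 90 min at RT in 25 mM Hepes pH 7.5, 0.01% Triton X-100. Hydroperoxide detected by Fe-xylenol orange; 573/405 nm absorbance ratio.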
ALOX12 inhib – qHTS Assay for Inhibitors of 12-hLO (12-human lipoxygenase) | Polyunsaturated fatty acid lipoxygenase ALOX12 (Homo sapiens), P18054 | purified 12-hLO, xylenol orange hydroperoxide absorbance | Potency, µM (series often up to 57.1 µM), for inactives: at the top dose activity change, negative = inhibition, usual class: inhibitors | 0.12% of 150,000 active; also: potency is read from the fitted curve at half-maximal effect; nearly all actives have a fitted effect of over 55% in size; many of its hits are not listed in these tables
Target sequence (P18054 whole entry, looked up): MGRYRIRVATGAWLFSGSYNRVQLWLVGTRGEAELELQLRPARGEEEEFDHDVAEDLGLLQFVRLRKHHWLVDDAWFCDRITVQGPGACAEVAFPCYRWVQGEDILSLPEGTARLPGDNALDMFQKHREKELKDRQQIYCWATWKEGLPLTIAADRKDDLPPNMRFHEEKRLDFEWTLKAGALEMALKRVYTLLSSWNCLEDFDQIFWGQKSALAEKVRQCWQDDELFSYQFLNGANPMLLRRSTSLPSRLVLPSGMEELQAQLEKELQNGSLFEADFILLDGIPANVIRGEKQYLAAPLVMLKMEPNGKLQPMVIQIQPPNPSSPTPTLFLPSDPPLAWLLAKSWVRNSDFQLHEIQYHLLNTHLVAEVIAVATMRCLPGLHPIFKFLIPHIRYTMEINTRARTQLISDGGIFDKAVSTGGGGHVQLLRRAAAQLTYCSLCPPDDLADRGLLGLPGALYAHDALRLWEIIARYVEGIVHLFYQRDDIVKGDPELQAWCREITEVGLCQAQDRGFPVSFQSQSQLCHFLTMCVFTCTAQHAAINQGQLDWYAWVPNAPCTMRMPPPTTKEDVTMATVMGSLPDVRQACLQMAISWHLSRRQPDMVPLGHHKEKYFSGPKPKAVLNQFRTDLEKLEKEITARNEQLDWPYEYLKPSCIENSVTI
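Purified human 12hLO (150 nM), preincubated 15 min with compound, then 40 uM arachidonic acid for 30 min, room temperature, Hepes pH 7.0 with 0.01% Triton X-100. Hydroperoxide detected by ferrous iron/xylenol orange; 573/405 nm absorbance ratio gives reaction progress.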
Active calls of the source: *; ? = inconclusive; / = no result given; [ ] = remark or other dose. Unless noted, calls follow the shape of the dose curve; as a rule, active = well fitted curve in the direction sought with a large enough effect; inconclusive = small, poorly fitted or top-dose-only effect, or another doubt; inactive = no such curve, though single readings can be large; an effect the other way counts as inactive or inconclusive. Unless noted, % is scaled to controls: 0 for no effect and ±100 for the full control effect. Not all compounds are listed, so the mix of outcomes need not match the whole.

SMILES | IMPase inh | PNC inhibitor | ALOX15B inhib | ALOX12 inhib
O=C(c1ccccc1)n1nc(-c2ccccc2)nc1NCc1ccco1 | 5 | -12 | 7% | -1%
CCn1c2ccc(CC(=O)O)cc2c2cc(CC(=O)O)ccc21 | 0 | 30 | -8% | 9%
CNC(=O)COC(=O)c1cccnc1SC | 6 | ? | 6% | 9%
CCCCNC(=O)c1sc2ncnc(N3CCc4ccccc4C3)c2c1C | -7 | 23 | 0% | -6%
Cc1nn(Cc2ccc(C(=O)Nc3ccc(C(=O)OC(C)C)cc3)o2)c(C)c1Cl | 4 | -13 | -20% | -2%
Cc1nn(-c2nc3ccccc3s2)c(N)c1-c1ccc(Cl)cc1 | -5 | -22 | / | 7%
CCOc1ccc(-n2nnnc2-c2nc3ccccc3s2)cc1 | / | -21 | / | 1%
CC1(C)Cc2c(sc3c2c(=N)n(Cc2ccco2)c(=O)n3CC(=O)Nc2ccccc2)CO1 | 3 | ? | 2% | -5%
CC1CN(C(=O)CN2C(=O)c3ccccc3S2(=O)=O)CC(C)O1 (stereo not given) | -3 | ? | 5% | 3%
CCCCNC(=O)N1CCOCCOCCN(C(=O)NCCCC)CCOCCOCC1 | ? | 15 | 2%[2.29 µM] | -6%
COc1ccc(/C=C(\C#N)C(=O)OCC(=O)Nc2c(C)cccc2C(C)C)cc1 | / | 23 | / | -5%
Cc1ccc(C)c(NS(=O)(=O)c2cc(C(=O)Nc3ccccc3-c3ccccc3)ccc2C)c1 | 8 | -5 | -29% | -7%
COc1ccc(NC(=O)CN2CCN(C3c4ccccc4-c4ccccc43)CC2)cc1 | -10 | ? | 36%[activator] | -19%
O=C(CNC(=O)c1ccco1)Nc1cc(Cl)ccc1N1CCOCC1 | 4 | 25 | -6% | -4%
O=C(CSc1ncnc2c1cnn2-c1ccccc1)Nc1ccccc1 | ? | ? | -1% | 0%
CC(C)NC(=O)C(=O)NNC(=O)C12CC3CC(CC(C3)C1)C2 | -9 | ? | / | 2%
C=C1C2CC[C@@]3(C)C(c4ccoc4)OC(=O)C[C@@]13OC1CC(=O)C(C)(C)C(C(O)C(=O)OC)[C@]12C (stereo not given in full) | / | / | -12% | -1%
COc1cccc(OCCOCC(O)CN2CCN(Cc3ccc(Cl)cc3)CC2)c1 (stereo not given) | / | -15 | / | -4%
CCn1c(Cc2ccccc2)nnc1SCC(=O)NC1CC1 | -3 | 16 | / | 0%
COC(=O)c1ccc(NC(=O)CN2CCCC2)cc1 | 10 | 11 | 7%[2.29 µM] | -3%
O=C(c1cnc2n(c1=O)CCS2)N1CCN(C(c2ccccc2)c2ccc(Cl)cc2)CC1 (stereo not given) | 4 | 41 | -2% | 4%
CSCCC(NC(=O)c1ccco1)C(=O)NCc1ccc(F)cc1 (stereo not given) | 1 | 13 | 2% | -1%
Cc1ccc(C2NC(=O)c3c(sc4c3CCN(C)C4)N2)o1 (stereo not given) | 4 | -29 | 48%[activator] | 11%
Clc1ccc(Cn2nnc(-c3ccc(CN4CCOCC4)cc3)n2)cc1 | 4 | 25 | 19% | -6%

Part of the list above, with values ahead of the structure.
IMPase inh | PNC inhibitor | ALOX15B inhib | ALOX12 inhib | canonical_smiles
-5 | -22 | / | 7% | Cc1nn(-c2nc3ccccc3s2)c(N)c1-c1ccc(Cl)cc1
/ | -21 | / | 1% | CCOc1ccc(-n2nnnc2-c2nc3ccccc3s2)cc1
3 | ? | 2% | -5% | CC1(C)Cc2c(sc3c2c(=N)n(Cc2ccco2)c(=O)n3CC(=O)Nc2ccccc2)CO1
-3 | ? | 5% | 3% | CC1CN(C(=O)CN2C(=O)c3ccccc3S2(=O)=O)CC(C)O1 (stereo not given)
? | 15 | 2%[2.29 µM] | -6% | CCCCNC(=O)N1CCOCCOCCN(C(=O)NCCCC)CCOCCOCC1
/ | 23 | / | -5% | COc1ccc(/C=C(\C#N)C(=O)OCC(=O)Nc2c(C)cccc2C(C)C)cc1
8 | -5 | -29% | -7% | Cc1ccc(C)c(NS(=O)(=O)c2cc(C(=O)Nc3ccccc3-c3ccccc3)ccc2C)c1
-10 | ? | 36%[activator] | -19% | COc1ccc(NC(=O)CN2CCN(C3c4ccccc4-c4ccccc43)CC2)cc1
4 | 25 | -6% | -4% | O=C(CNC(=O)c1ccco1)Nc1cc(Cl)ccc1N1CCOCC1
? | ? | -1% | 0% | O=C(CSc1ncnc2c1cnn2-c1ccccc1)Nc1ccccc1
-9 | ? | / | 2% | CC(C)NC(=O)C(=O)NNC(=O)C12CC3CC(CC(C3)C1)C2
/ | / | -12% | -1% | C=C1C2CC[C@@]3(C)C(c4ccoc4)OC(=O)C[C@@]13OC1CC(=O)C(C)(C)C(C(O)C(=O)OC)[C@]12C (stereo not given in full)
/ | -15 | / | -4% | COc1cccc(OCCOCC(O)CN2CCN(Cc3ccc(Cl)cc3)CC2)c1 (stereo not given)
-3 | 16 | / | 0% | CCn1c(Cc2ccccc2)nnc1SCC(=O)NC1CC1
10 | 11 | 7%[2.29 µM] | -3% | COC(=O)c1ccc(NC(=O)CN2CCCC2)cc1
4 | 41 | -2% | 4% | O=C(c1cnc2n(c1=O)CCS2)N1CCN(C(c2ccccc2)c2ccc(Cl)cc2)CC1 (stereo not given)

(next part)
SMILES | IMPase inh | PNC inhibitor | ALOX15B inhib | ALOX12 inhib
COc1ccc(N/C(N)=N/c2nc(CSc3ccc(C)cc3)cc(=O)[nH]2)cc1 | -1 | -12 | 28% | 2%
Cc1ccccc1Cn1ccc(-c2ccc3c(c2)OCO3)n1 | 2 | 50 | 6% | -1%
Cc1ccccc1N(CC(=O)N/N=C/c1cc(Br)c(C)o1)S(C)(=O)=O | / | -25 | / | -1%
CCC(C)(C)NC(=O)Cc1ccc(OC)c(OC)c1 | -6 | -16 | -11% | 7%
O=C(Nc1nccs1)c1ccc(COc2ccc(Cl)cc2)o1 | 0 | -2 | 24% | -12%
COc1cc(/C=C/C(=O)OCC(=O)Nc2ccccc2Sc2ccc(Cl)cc2)ccc1O | / | -10 | / | 1%
Cc1ccc(C2CCN(C(=O)Nc3ccccc3)C2)cc1 (stereo not given) | 2 | ? | 9% | -5%
Cc1ccc2[nH]c(=O)c(CC=C(Cl)Cl)c(C)c2c1 | / | 9 | / | -1%
COc1ccc(NC(=O)COC(=O)[C@@H]2CCCN2C(=O)c2cccs2)cc1 | 4 | 4 | -6% | 4%
O=C(NCCO)c1cccc(Cl)c1 | 2 | 2 | -3% | 3%
COc1ccc(C2SC[C@@H](C(=O)O)N2C(C)=O)cc1 (stereo not given in full) | -1 | 7 | -3% | 1%
COC(=O)c1ccc(OC(=O)CCN2C(=O)C3C4c5ccccc5C(c5ccccc54)C3C2=O)cc1 (stereo not given) | -4 | 49 | / | -2%
CCc1nnc(NC(=O)CC(CN(C)S(=O)(=O)c2ccccc2)c2ccccc2)s1 (stereo not given) | 0 | -6 | -20% | 2%
CCOC(=O)c1c(C2CC2)csc1NC(=O)COC(=O)c1cc(OC)c(OC)cc1[N+](=O)[O-] | / | 1 | / | -3%
O=S(=O)(N/N=C\c1ccc(-c2ccccc2Cl)o1)c1ccccc1 | 5 | ? | / | -24%
O=C(COC(=O)CCc1nc2ccccc2s1)Nc1ccc(S(=O)(=O)N2CCOCC2)cc1 | -14 | -8 | -5% | -6%
COC(=O)c1cc(Br)c(=O)n(CCN(C(C)C)C(C)C)c1 | -5[9.22 µM] | -6 | 0% | -5%
Cc1ccc(NC(=O)C2CCN(S(=O)(=O)c3c(C)[nH]c(=O)[nH]c3=O)CC2)cc1 | -3[1.84 µM] | -98* | 6%[11.4 µM] | 2%
O=C(Nc1ccc([N+](=O)[O-])cn1)C1CC1 | / | 13 | / | -3%
CC(=O)Nc1ccc2oc(-c3ccccc3Br)nc2c1 | -1 | 14 | 9% | -7%
CCOC(=O)c1ccc(NC(=O)CSc2nc(NC(=O)c3ccccc3)c3c(C)c(C)oc3n2)cc1 | 10 | 2 | 17% | -7%
CCN1CCN(c2nc(N)c([N+](=O)[O-])c(Nc3ccc(C)cc3)n2)CC1 | / | 15 | / | 1%
CCCCn1c(CNC(=O)CC)nc2ccccc21 | 2 | ? | 0% | -3%
CN1CCN(C2=Nc3ccccc3Oc3ccc(Cl)cc32)CC1 | 22[20.6 µM] | ? | 3% | 3%
C=CCNC(=O)CSc1nnc(-c2ccccc2Br)n1-c1cccc(C(F)(F)F)c1 | / | -19 | / | -2%
C/C(CC(O)c1ccc2ccccc2n1)=N/O (stereo not given) | -3 | -15 | -4% | 3%
COCC(=O)Nc1sc2c(c1C(=O)OC)CCCC2 | 7 | 337 | / | -7%
N#CCc1ccc(NC(=O)Nc2cccc(Cl)c2)cc1 | ? | 14 | 4% | -5%
COc1ccc(OC)c(-c2csc(NC(=O)CSc3ccccc3)n2)c1 | / | -12 | / | -5%
COc1cc(OC)cc(C(=O)Nc2nc(-c3ccccc3)c(-c3ccccc3)o2)c1 | / | ? | / | 3%
COc1cc(S(=O)(=O)NCc2ccccc2)ccc1Br | / | 14 | / | 3%
N#Cc1cccc(NC(=O)N2CCCC3(CCN(C(=O)c4cccc(F)c4)CC3)C2)c1 | / | / | 26% | 3%
O=C1N=C2SCCN2/C1=C\c1ccccc1Cl | 4 | -19 | -11% | -7%
O=C(CN1C(=O)CSc2ccccc21)NCCC1=CCCCC1 | -4 | ? | 2% | 0%
c1ccc(-c2cc3c(nn2)CCc2nonc2-3)cc1 | 4 | -102* | 7%[2.29 µM] | 4%
O/N=C1\CC/C(=N\O)c2nn(-c3ccccc3Cl)nc21 | 7 | -19 | -10% | -7%
O=C(CCSc1ccccc1)N1CCOCC1 | 6 | ? | 5%[2.29 µM] | -2%
Cc1cc(NS(=O)(=O)c2ccc(NC(=O)c3ccco3)cc2)nc(C)n1 | 1 | -2 | -2% | 6%
O=C(Nc1ccc(Cl)c(Cl)c1)c1cccc(S(=O)(=O)NCc2cccnc2)c1 | 16 | -8 | / | -8%
COc1ccc(CN(CC(=O)NCC2CCCO2)C(=O)CNS(=O)(=O)c2ccc(C)cc2)cc1 (stereo not given) | 3 | -4 | / | 2%
COc1ccc(CC(NC(C)=O)C(=O)N2CCN(C(=O)Nc3ccc(Cl)cc3)CC2)cc1OC (stereo not given) | 7 | ? | 12% | -2%
CCOc1ccccc1N(CC(=O)OC)S(C)(=O)=O | -1 | -106* | -1% | 2%
CCc1ccc(C(=O)NC2CCCCC2)s1 | -2 | -15 | -2% | -3%
O=C(N/N=C1\CCCc2ccccc21)c1ccc([N+](=O)[O-])cc1 | / | 5 | / | -1%
O=C(CC1SC2=NCCN2C1=O)Nc1ccccc1 (stereo not given) | 2 | 46 | -4% | 6%
Cc1cccc(NC(=O)/C(C#N)=C/c2cn(CC(=O)NCc3ccco3)c3ccccc23)c1C | / | 17 | / | 0%
CS(=O)(=O)N1CCCC(C(=O)NCc2ccco2)C1 (stereo not given) | 3 | 23 | 2% | 5%
C(=C\c1ccccc1)/CSc1nnc(-c2ccccc2)n1Cc1ccco1 | 3 | 9 | -15% | -18%
Cc1ccccc1S(=O)(=O)Cc1ccc(C(=O)N2CC(C)CC(C)C2)o1 (stereo not given) | 2 | -3 | -3% | -5%
CN(C)S(=O)(=O)c1ccc(NC(=O)c2cc(F)c(F)cc2Cl)cc1 | -2 | -12 | 6% | -2%
CCN(CC)S(=O)(=O)c1ccc(-c2nnc(SC)o2)cc1 | 3 | -26 | 2% | 4%
